sEH activator – activators of human soluble epoxide hydrolase. hit rate 0.04% among 91,000. P34913. activation, % at 2 µM. purified human sEH enzymatic activity, activator screen; in the data active = activation above about 37%; note: values of inactives mirror those of a sister screen read the other way
Target sequence (P34913 whole entry, looked up): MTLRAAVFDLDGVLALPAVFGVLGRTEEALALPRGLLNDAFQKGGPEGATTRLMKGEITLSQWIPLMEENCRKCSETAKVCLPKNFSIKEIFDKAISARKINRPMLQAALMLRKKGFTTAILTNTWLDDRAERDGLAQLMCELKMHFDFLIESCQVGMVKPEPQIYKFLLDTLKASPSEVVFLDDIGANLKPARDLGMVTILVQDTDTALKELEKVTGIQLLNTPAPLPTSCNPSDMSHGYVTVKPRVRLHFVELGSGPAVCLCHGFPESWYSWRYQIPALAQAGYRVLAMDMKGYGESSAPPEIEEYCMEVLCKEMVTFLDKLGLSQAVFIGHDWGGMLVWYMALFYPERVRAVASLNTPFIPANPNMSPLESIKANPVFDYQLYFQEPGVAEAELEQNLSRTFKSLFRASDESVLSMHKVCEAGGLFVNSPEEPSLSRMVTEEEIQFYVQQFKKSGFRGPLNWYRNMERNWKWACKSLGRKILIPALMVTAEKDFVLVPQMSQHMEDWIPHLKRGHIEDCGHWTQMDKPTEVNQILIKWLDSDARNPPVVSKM
Numbers without * were called inactive. Not all compounds are listed; rates above refer to the full screens.

SMILES | sEH activator
O=C(NCC1CCCO1)c1onc(CSc2ccc(Cl)cc2)c1C(=O)O (configuration not stated) | 8
COc1cc(NC(=S)NN2CCOCC2)cc(OC)c1 | -1
CC(=O)CCc1ccc(OC(=O)c2cccnc2)cc1 | -3
CCC(=O)Nc1ccc(-c2cc(-c3ccccc3)nc(-c3ccc(NC(=O)CC)cc3)n2)cc1 | -6
COc1cccc(C(=O)NC(=S)Nc2ccc(Cl)c(C(=O)O)c2)c1 | -6
C/C(=N\Nc1nc(C)cc(-c2ccccc2)n1)c1ccc(C)o1 | 10
Cc1ccc(C(=O)O/N=C2\CCCc3ccccc32)cc1 | 9
O=C(NNC(=O)c1sc2cccc(Cl)c2c1Cl)Nc1ccccc1 | -10
Cc1ccccc1-n1c(C)cc(/C=N/NC(=O)c2ccc(CN3CCOCC3)cc2)c1C | 12
CCOc1ccc(OCc2ccc(C(=O)N3N=C(C(F)F)CC3(O)C(F)F)o2)cc1 (configuration not stated) | -4
COc1ccc(NC(=O)CCNC(=O)Cn2ccc3ccccc3c2=O)c(OC)c1 | 8
CCn1nc(C(=O)Nc2cccc3ccccc23)c(Cl)c1Cl | 14
CCC(C)c1ccc(NC(=O)COC(=O)C2=COCCO2)cc1 (configuration not stated) | -44
COc1cc(/C=C/C(=O)O)cc(S(=O)(=O)N(C)CCO)c1OC | 6
Fc1ccc(OCCCCCCN2CCCC2)cc1 | 6
CC(C)(C)c1ccc(OCC(=O)N2CCN(C=O)CC2)cc1 | -9
COc1ccc(NC(=O)c2oc3ccccc3c2NC(=O)c2ccc3c(c2)OCO3)cc1 | 2
CCCN(CC(=O)c1cc(C)n(C)c1C)S(=O)(=O)c1cccc(C(F)(F)F)c1 | -17
Cc1ccc(-c2nc3ncccc3o2)cc1NC(=O)c1sc2ccccc2c1Cl | 2
CC(C)CNC(=S)NNC(=O)c1ccc2c(c1)OCO2 | 0
Cc1noc(C)c1S(=O)(=O)N1CCCC(C(=O)NCc2ccccn2)C1 (configuration not stated) | 10
CCOc1ccc(C(=O)NCC(=O)OCC(=O)Nc2ccccc2OCC)cc1 | -6
O=C(Nc1c(Cl)cccc1Cl)c1cc(=O)n(Cc2ccccc2)c(=O)[nH]1 | 14
O=C(c1ccc(C(=O)N2CCCc3ccccc32)s1)N1CCCc2ccccc21 | -3
Cc1ccc(S(=O)(=O)CCC(=O)NCc2ccco2)cc1 | -2

In another format: three of the compounds above
sEH activator | smiles
-17 | CCCN(CC(=O)c1cc(C)n(C)c1C)S(=O)(=O)c1cccc(C(F)(F)F)c1
10 | Cc1noc(C)c1S(=O)(=O)N1CCCC(C(=O)NCc2ccccn2)C1 (configuration not stated)
-9 | CC(C)(C)c1ccc(OCC(=O)N2CCN(C=O)CC2)cc1

(further entries)
SMILES | sEH activator
CSCc1cc(N2CCOCC2)nc(SCc2ccc(Cl)cc2Cl)n1 | 21
O=c1c2c3c(sc2ncn1/N=C/c1ccc([N+](=O)[O-])o1)CCCC3 | 19
Cc1sc2nc(SC(C)C)nc(N)c2c1C | -10
COc1ccc(N2CC(C(=O)OCC(=O)NCc3ccccc3)CC2=O)cc1 (configuration not stated) | 5
CCCOC(=O)c1ccc(NC(=O)c2ccoc2C)cc1 | 0
CCNc1nc(N)nc(-c2cc(Cl)ccc2OC)n1 | 1
N=c1oc2c3c4c(cc2cc1C(=O)Nc1ccccc1)CCCN4CCC3 | 14
Cc1nn(Cc2c(Cl)cccc2Cl)c(C)c1NC(=O)c1cnn2c(C(F)F)cc(-c3ccccc3)nc12 | -18
O=C1c2ccccc2C(=O)N1CCc1csc(-c2ccccc2)n1 | 20
CNC(=S)NNC(=O)CCn1nc(C)c(Br)c1C | -6
COc1ccc(-n2c(C)cc(C(=O)NC3CCCCC3)c2C)cc1 | -14
Cc1cccc2cc(C(c3nnnn3Cc3ccccc3)N3CCCc4ccccc43)c(=O)[nH]c12 (configuration not stated) | 14
O=C(CCS(=O)(=O)c1cccc2nsnc12)NC1CCCCC1 | -8
Cc1ccc(NC(=O)C(=O)NC(C)C2COc3ccccc3O2)cc1 (configuration not stated) | 14
NC(=O)CSc1ncnc2c1cnn2Cc1ccccc1 | 4
O=C1C(Cc2ccccc2)SC(=Nc2ccccc2)N1c1ccccc1 (configuration not stated) | -5
O=C(/C=C/c1ccc(OCCCF)cc1)NCc1ccc(Cl)c(Cl)c1 | -18
Nc1[nH]n2c(=O)cc(-c3ccccc3)nc2c1N=Nc1ccccc1 | 22
CC(=O)c1ccc(NC(=O)CSc2nc3nc(C)cc(C)n3n2)cc1 | 12
CC1CCCC(NC(=O)COC(=O)c2ccccc2NC(=O)c2ccco2)C1C (configuration not stated) | -40
Cc1nn(C)cc1C(=O)Nc1cc(Oc2ccc(Cl)cc2)cc([N+](=O)[O-])c1 | -14
CONC(=O)c1cc(OCC(F)(F)F)ccc1OCC(F)(F)F | -7
Cc1nnsc1C(=O)NC(C)C12CC3CC(CC(C3)C1)C2 (configuration not stated) | 8
COc1ccc(/C=C(/C(=O)Nc2ccccc2C(=O)N2CCCC2)c2ccccc2)cc1 | -2
O=C(Nc1ccccc1)c1ccccc1NC(=O)C1CCCCC1 | -4

Entries listed so far that have two or more sulfur atoms, in the order listed:
SMILES | sEH activator
CSCc1cc(N2CCOCC2)nc(SCc2ccc(Cl)cc2Cl)n1 | 21
Cc1sc2nc(SC(C)C)nc(N)c2c1C | -10
O=C(CCS(=O)(=O)c1cccc2nsnc12)NC1CCCCC1 | -8

A portion from the list above, as a working copy:
SMILES | sEH activator
CSCc1cc(N2CCOCC2)nc(SCc2ccc(Cl)cc2Cl)n1 | 21
O=c1c2c3c(sc2ncn1/N=C/c1ccc([N+](=O)[O-])o1)CCCC3 | 19
Cc1sc2nc(SC(C)C)nc(N)c2c1C | -10
COc1ccc(N2CC(C(=O)OCC(=O)NCc3ccccc3)CC2=O)cc1 (configuration not stated) | 5
CCCOC(=O)c1ccc(NC(=O)c2ccoc2C)cc1 | 0

Additional results follow:
SMILES | sEH activator
COc1ccc(/C=C/C(=O)c2ccc(Cl)s2)cc1O | 7
Cc1cccc(NC(=O)c2ccc(-n3ccnc3)nc2)c1 | 10
Cc1cc(Br)ccc1NC(=O)CCSc1ccccc1 | -38
O=C(Nc1sc2c(c1C(=O)O)CCC2)c1ccco1 | 3
CCOc1nnc(C)c2c(C)n(-c3ccc(Cl)cc3)nc12 | 6
C(=N\N1CCN(C2c3ccccc3-c3ccccc32)CC1)/c1cccs1 | -25
CCN(CC)c1ccc(NC(=O)COC(=O)c2cccs2)cc1 | -36
O=C(COC(=O)c1ccc(S(=O)(=O)Nc2ccccc2)cc1)NCc1ccco1 | -11
O=C(NCc1ccccc1Cl)c1ccc(Cn2cc(C(F)(F)F)ccc2=O)cc1 | -88
O=C(NCc1ccccc1)c1cccc(COc2ccccc2Cl)c1 | -22
CCC(=O)Oc1ccc(-c2cnc3ccccc3n2)cc1 | -4
CCOc1ccc(OCCOc2cccc(C(F)(F)F)c2)cc1 | 1
Cc1ccc(S(=O)(=O)N(CC(=O)NCCSC2CCCCC2)c2ccccc2F)cc1 | 5
C=C(C)CNC(=S)N/N=C(\C)c1ccc(-n2ccnc2)cc1 | 11
COc1ccc(CCN(C(=O)c2cccc(F)c2)C2CC(=O)N(c3ccc(OC)cc3)C2=O)cc1 (configuration not stated) | -6
Cn1c(SCc2ccc(C(=O)Nc3nccs3)cc2)nnc1-c1ccccc1 | 15
COc1ccc(O)c(/C=N/NC(=O)CSc2nnc(C)n2-c2ccccc2)c1 | -6
CCOC(=O)c1cnc(-n2nc(C)cc2C)nc1Nc1ccc(OC)cc1 | 6
COc1ccc(-n2sc3c(c2=S)-c2cc(OC)ccc2NC3(C)C)cc1 | -16
O=C(NC1(C(F)(F)F)C(=O)Nc2c1c(=O)[nH]c(=O)n2Cc1ccco1)C1CC1 (configuration not stated) | 6
C/C(CC(=O)Nc1cc(Cl)ccc1Cl)=N\NC(=O)c1ccco1 | 2
Clc1ccc(CSc2snnc2-c2ccccc2)cc1 | -13
CCn1cc(C(=O)NCCCN(C)C)c(=O)c2cc(F)c(N3CCN(C)CC3)cc21 | -10
Cc1ccc2nc(NC(=O)CSCC(=O)OCC(=O)c3ccc(Br)cc3)sc2c1 | -5
COC(=O)c1ccccc1NC(=S)NC(=O)C1CC1 | 2
(next part)
SMILES | sEH activator
O=C(CSc1nc2ccccc2c(=O)n1-c1ccccc1)NCc1ccc2c(c1)OCO2 | -9
O=C(NC1CCCCC1)C(c1ccc2ncccc2c1)N(Cc1ccccc1)C(=O)c1ccc2c(c1)OCCO2 (configuration not stated) | -3
CCSc1ncc(/C=N/Nc2ccc([N+](=O)[O-])cc2)n1C | 4
COc1ccc(/C=N\N=C2/SC(CC(=O)O)C(=O)N2c2ccc(O)cc2)cc1 (configuration not stated) | 13
CCOC(=O)/C=C1\SCC(=O)N1CC(=O)NC12CC3CC(CC(C3)C1)C2 | -6
Cc1ccc(NC(=O)Cc2ncc(C(F)(F)F)cc2Cl)cc1Cl | -46
O=C1CCCc2ccccc2N1Cc1ccc(Cl)cc1Cl | -7
Cc1ccc(-c2csc3ncnc(SCC(=O)NCc4ccc5c(c4)OCO5)c23)cc1 | -33
O=C(NCC1CCCO1)/C(=C\c1ccco1)NC(=O)c1ccccc1 (configuration not stated) | -7
CCCCC(=O)Nc1ccc(N2CCCC2)cc1 | -16
O=[N+]([O-])c1cn(Cc2ccc(Cl)cc2)cn1 | 1
Cc1ccc(S(=O)(=O)N/N=C/c2cnn(C)c2C)cc1 | -3
COc1ccc(C(=O)Nc2cc([N+](=O)[O-])ccc2N2CCN(C)CC2)cc1 | -11
Cc1ccc(S(=O)(=O)Cc2c(C)noc2C)cc1 | -11
CCCOC(=O)c1ccc(OCC(O)CN2CCN(C(=O)c3ccccc3)CC2)cc1 (configuration not stated) | 3
CC(C)CC(C(=O)Oc1ccc2c3c(c(=O)oc2c1)CCC3)N1C(=O)c2ccccc2C1=O (configuration not stated) | 20
O=C(Nc1ccc(S(=O)(=O)N2CCCC2)cc1)c1cccnc1 | -47
Cc1cccc(-n2c(=O)c3c(n4cnnc24)-c2ccccc2CC32CCCCC2)c1 | -6
CC1CN(C(=S)NC(=O)c2ccc([N+](=O)[O-])cc2)CC(C)O1 (configuration not stated) | 8
CCCn1nc2cc(C(=O)NCCc3ccc(C)cc3)ccc2c1OCC | 2
CCOc1ccc(C(=O)CCNC(Cc2cnc[nH]2)C(=O)O)cc1 (configuration not stated) | -5
Cc1cc(C(F)(F)F)nn1Cc1n[nH]c(=S)n1-c1ccc(Cl)cc1 | -10
Cc1ccc(NC(=S)N2CCCC(c3nc4ccc(C)cc4[nH]3)C2)c(C)c1 (configuration not stated) | -2
Cc1cccc(NC(=O)c2ccccc2OCC(=O)c2ccccc2)c1 | -8
C=CCn1c(SCC(=O)c2c(N)n(C)c(=O)n(C)c2=O)nc2sc(C)c(C)c2c1=O | 2
Next compounds:
SMILES | sEH activator
O=C(O)c1ccc(CSc2nnc(SCc3ccccc3)s2)cc1 | -9
O=S(=O)(Nc1ccc(N2CCOCC2)cc1)c1ccc(Cl)s1 | 0
Cc1ccc(C(=O)ON=C2CCN(S(=O)(=O)c3ccccc3)CC2)cc1 | -6
CC(=O)NS(=O)(=O)c1ccc(NC(=S)NC(=O)C(C)(C)C)cc1 | 8
CCOc1ccccc1C1C(C#N)=C(N)Oc2n[nH]c(CC)c21 (configuration not stated) | 16
CCC(=O)c1ccc(O)c(CC=C(C)C)c1 | 8
CCOC(=O)c1cc2c(C)n(-c3ccc(C)cc3)c(C)c2ccc1=O | 4
CCCc1cc(C(=O)Nc2sc3c(c2C(=O)OCC)CCCC3)no1 | 2
Cn1c2ccccc2c2cc(C(=O)NNS(=O)(=O)c3ccc(F)cc3)sc21 | -6
O=c1c(CN2CCN(Cc3ccccc3)CC2)coc2ccc(Cl)cc12 | -4
CCOC(=O)c1c(C)n(-c2ccc(C)cc2)c2c(CC(C)=O)c(Br)c(OC)c(O)c12 | -13
COc1ccc(CCNC(=O)CSc2nc3cc(Cl)ccc3o2)cc1OC | 25
NC(=O)c1ccccc1NC(=O)/C=C/c1cccc(Cl)c1 | 14
Cc1cc(Br)ccc1NC(=O)CN1C(=O)C2C3CC(c4ccccc4)C(C3)C2C1=O (configuration not stated) | -12
CN1CCC(=NNC(=O)c2ccco2)CC1 | -22
Cc1c(N2C(=O)/C(=C/c3cccc4ccccc34)SC2=S)c(=O)n(-c2ccccc2)n1C | 6
COc1ccc(NS(=O)(=O)c2ccc(NC(=O)c3cnn4c(C(F)F)cc(-c5ccc(C)cc5)nc34)cc2)cc1 | 16
CC12CC3CC(C)(C1)CC(C(=O)NC(=S)N1CCOCC1)(C3)C2 | 0
CC(=O)N(CCC(Cc1ccccc1)c1ccc2c(c1)OCO2)Cc1ccc(Cl)cc1 (configuration not stated) | -9
COc1ccc2nnc(-c3ccccc3)n2n1 | 5
Cc1ccc(NC(=S)N2CCN(C(=O)C3CCCO3)CC2)c(C)c1 (configuration not stated) | 6
Cc1oc2c(c1C(=O)NCCCC(=O)O)CCCC2 | 6
O=C(CCCC(=O)OCC(=O)c1ccc(F)cc1)Nc1cc(C(F)(F)F)ccc1Cl | -35
Cc1ccc(OCc2nnc(SCC(=O)c3cccc([N+](=O)[O-])c3)n2C)cc1 | 1
CCOc1ccc2oc(C(=O)Nc3ccc(N4CCOCC4)cc3)c(C)c2c1 | 8
(cont.)
SMILES | sEH activator
O=C(c1cccc2ccccc12)N1CCC(N2CCN(c3ccccc3)CC2)CC1 | -10
CCOC(=O)COn1c(=O)c(-c2cc3ccccc3o2)[n+]([O-])c2ccccc21 | 6
Fc1ccc(Sc2cc(Cl)c(-c3ccccc3)nn2)cc1 | 4
COc1ccc(C(=O)NNC(=O)CSc2nnc(COc3ccccc3)n2C)cc1 | 4
CN(CC#CCC(c1ccccc1)c1ccccc1)C(C)(C)C | -4
Cc1ccc(Nc2nc(-c3sc(NC(=O)c4ccc([N+](=O)[O-])cc4)nc3C)cs2)cc1 | -16
O=C(CCSc1ccc(Cl)cc1)N1CCCCCC1 | 2
S=C(c1ccc(Br)cc1)N1CCN(Cc2ccccc2)CC1 | -3
O=C(O)CCC(=O)Nc1nc2ccccc2s1 | 3

Assay outcomes: PubChem BioAssay, Columbia University Molecular Screening Center
